M4 antag = CHRM4 antagonism in calcium assay | inhibition, % at 3 µM | 360,000 tested, 0.73% active | P08173 | AID 624125 | CHO-hM4 cells, ACh EC80, Fluo-8 calcium fluorescence;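 active means inhibition above its plate's cutoff, the mean inhibition of sample wells plus 3 SD, cut at about 27% in these data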;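 further: 0% = acetylcholine EC80 with DMSO and 100% = DMSO without agonist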
Target sequence (P08173 whole entry, looked up): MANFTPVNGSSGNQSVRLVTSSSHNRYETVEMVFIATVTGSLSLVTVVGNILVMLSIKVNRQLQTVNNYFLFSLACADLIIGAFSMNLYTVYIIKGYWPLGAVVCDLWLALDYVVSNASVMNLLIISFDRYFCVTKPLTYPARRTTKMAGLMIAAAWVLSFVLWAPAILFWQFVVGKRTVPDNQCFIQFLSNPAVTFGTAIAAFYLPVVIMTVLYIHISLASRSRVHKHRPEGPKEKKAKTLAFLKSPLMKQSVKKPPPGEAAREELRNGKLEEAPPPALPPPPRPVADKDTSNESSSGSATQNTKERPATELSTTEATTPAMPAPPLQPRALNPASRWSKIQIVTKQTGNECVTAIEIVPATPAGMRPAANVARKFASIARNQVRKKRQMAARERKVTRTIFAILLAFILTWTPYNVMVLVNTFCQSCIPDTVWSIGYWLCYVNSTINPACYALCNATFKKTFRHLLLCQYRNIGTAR
CHRM5 PAM = CHRM5 positive allosteric modulation. CHO-K1 hM5, Fluo-8 calcium, ACh EC20 PAM; 0% = ACh EC20, 100% = ACh EC100. activation, % at 3 µM. 360,000 tested, 0.3% active. AID 624038;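 active means activation above the run cutoff, the mean activation of all test compounds plus 3 SD, cut at about 18% in these data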
Target sequence (P08912 whole entry, looked up): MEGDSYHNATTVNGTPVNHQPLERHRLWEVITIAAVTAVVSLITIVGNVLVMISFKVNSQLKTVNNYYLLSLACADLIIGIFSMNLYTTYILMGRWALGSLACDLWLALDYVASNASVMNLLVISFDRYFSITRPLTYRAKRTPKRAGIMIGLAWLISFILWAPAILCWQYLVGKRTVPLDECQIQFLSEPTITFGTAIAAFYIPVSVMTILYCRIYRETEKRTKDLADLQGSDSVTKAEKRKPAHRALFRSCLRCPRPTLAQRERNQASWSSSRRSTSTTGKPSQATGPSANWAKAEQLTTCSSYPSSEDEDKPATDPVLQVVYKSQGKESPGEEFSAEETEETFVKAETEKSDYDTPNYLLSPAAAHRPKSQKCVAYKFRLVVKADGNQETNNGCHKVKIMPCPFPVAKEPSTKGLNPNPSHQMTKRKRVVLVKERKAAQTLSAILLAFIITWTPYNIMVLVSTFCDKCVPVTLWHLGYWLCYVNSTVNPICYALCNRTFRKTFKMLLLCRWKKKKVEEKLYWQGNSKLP
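System: CHO-K1 hM5 cells. Reagent: acetylcholine, EC20 level. Compound dosing: single dose, 3 µM nominal final test concentration. Timing: Post-acetylcholine fluorescence recording 140 s. Detection: Fluo-8 calcium fluorescence. Read-out: % activation, ACh-normalized. Benchmarks: ACh EC20 and EC100 wells. Repeats: singlicate, one well per test compound.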
M1 PAM = potentiates human M1 receptor response to acetylcholine; P11229; CHO-K1 hM1, Fluo-8 calcium fluorescence, ACh EC20; 0% = ACh EC20, 100% = maximal ACh; activation, % at 3 µM; 360,000 tested, 0.088% active; AID 588819; in the data active means activation above about 19%, passing the limit was not always enough
CHRM5 agonist = agonists of human muscarinic M5 receptor (CHRM5); P08912; CHO-K1 hM5 cells, Fluo-8 calcium fluorescence; 0% DMSO wells, 100% maximal acetylcholine response; activation, % at 3 µM; 360,000 tested, 0.19% active;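 active means activation above the run's mean over test compounds plus 3 SD, cut at about 23% in these data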;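 further: signal is peak over basal fluorescence ratio across the kinetic read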
CHRM4 agonist = CHRM4 agonism in calcium assay | CHO-K1 hM4/Gqi5, Fluo-8 calcium fluorescence; vehicle 0%, full acetylcholine response 100% | activation, % at 3 µM | 360,000 tested, 0.14% active | AID 624127;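 active means activation above the run mean over all test wells plus 3 SD, cut at about 32% in these data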;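 further: peak over basal fluorescence ratio per well then scaled between controls; 0% = DMSO wells and 100% = acetylcholine at EC100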
CRFR2-BP ag = agonists of human CRF-binding protein/CRF-R2 receptor complex; 350,000 tested, 0.46% active; HEK293 CRF-R2/CRF-BP, calcium dye fluorescence (FLIPR); percent of saturating CRF peptide response; activation, % at 13.2 µM;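 active means activation of at least 50%, plus an integration ratio under a set limit after plate pattern correction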;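 further: plate controls were neutral control wells without compound for no effect and CRF at EC100 for full effect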
M1 antag = human CHRM1 antagonism | inhibition, % at 3 µM | AID 588852 | CHO-K1 hM1, Fluo-8 calcium fluorescence, ACh EC80 antagonist | 360,000 tested, 1.3% active;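 active means percent inhibition above its own plate's cutoff, namely the mean of that plate's compound wells plus 3 SD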;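 further: peak over basal fluorescence ratio during 140 s after agonist addition; 0% = ACh EC80 plus DMSO and 100% = DMSO alone without agonist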
CHRM5 antagonist = antagonists of human muscarinic M5 receptor (CHRM5) | P08912 | CHO-hM5 cells, Fluo-8 calcium fluorescence, ACh EC80 | inhibition, % at 3 µM | 360,000 tested, 0.59% active;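 active means inhibition above a per-plate cutoff, the mean of that plate's test compounds plus 3 SD, cut at about 27% in these data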;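 further: 0% = acetylcholine EC80 with DMSO and 100% = DMSO without agonist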
CHRM4 PAM = positive allosteric modulators of human muscarinic M4 receptor. P08173. CHO-K1 hM4/Gqi5, Fluo-8 calcium fluorescence, ACh EC20; 0% = ACh EC20, 100% = maximal ACh. activation, % at 3 µM. 360,000 tested, 0.4% active. AID 624126;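 active means activation above its plate's cutoff, the mean activation of sample wells plus 3 SD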; further: some results filed as inactive read as strong as hits
* hit, by the source's call; x = no result given.

SMILES	M4 antag	CHRM5 PAM	M1 PAM	CHRM5 agonist	CHRM4 agonist	CRFR2-BP ag	M1 antag	CHRM5 antagonist	CHRM4 PAM
COCCCNC(=S)Nc1ccc(S(=O)(=O)Nc2cc(OC)nc(OC)n2)cc1	-2	-4	10	-4	0	-1.1	-8	-4	2
O=S(=O)(NC1CCCC1)c1ccc(S(=O)(=O)NC2CCCC2)cc1	11	-8	0	28*	9	56*	7	2	0
CC1Cc2nc(SCC(=O)NCc3ccco3)n(Cc3ccccc3)c(=O)c2S1 (stereo unspecified)	13	-6	-5	0	11	-1.5	2	7	-7
COc1cc(C(=O)Nc2nc3ccccc3[nH]2)cc(OC)c1OC	13	-9	1	1	3	-1.5	-3	-2	-11
Cc1ccc(C(=O)Nc2oc(-c3ccccc3)cc2C#N)cc1	-9	-1	2	-6	1	2.1	-36	7	0
Cc1ccsc1C(=O)N1CCN(S(=O)(=O)c2cccs2)CC1	-4	0	8	-5	2	-1.0	-5	6	0
O=C(Nc1nnc(-c2ccco2)s1)C1CCN(S(=O)(=O)c2ccc(Cl)cc2)CC1	2	-3	4	3	1	0.7	-3	-1	-9
CCOc1ccccc1NC(=O)NC1CCCCCCC1	13	-1	4	-3	0	-0.5	-4	6	-1
COc1cccc(NC(=O)N2CCC(NC(=O)c3ccco3)CC2)c1	-2	-2	0	-1	0	-1.4	7	7	3
CCc1ccc(S(=O)(=O)n2c(C)nc3ccccc32)cc1	6	-1	13	4	0	-0.7	-21	-4	-6
CC1CCCCN1C(=O)CSc1nc2c(c(=O)n(C)c(=O)n2C)n1C (stereo unspecified)	-9	3	9	-6	2	-0.1	-1	12	-4
COc1ccc(CNC(=O)C2(C)Cc3c(-c4ccccc4)ccnc3O2)cc1OC (stereo unspecified)	-4	-2	8	1	1	x	-13	-2	2
CCOc1ccc(/C=N/Nc2nc(C)cs2)c(O)c1	-1	2	9	2	1	0.5	-6	1	-3
COc1cc(/C=C2\SC(=O)NC2=O)ccc1Oc1cnccn1	1	3	13	0	0	-1.0	2	-8	1
COc1cc(/C=N/NC(=O)c2sc3ccccc3c2Cl)ccc1OC(=O)c1ccc([N+](=O)[O-])cc1	-6	5	2	-4	0	0.1	-18	-10	-2
CCN(CC)CC(=O)NCc1cc(-c2ccc(OC)cc2)no1	11	7	13	-2	0	2.6	-13	2	17
BrC(/C=C\c1ccccc1)=N/Nc1nc(N2CCOCC2)nc(N2CCOCC2)n1	-2	-8	-2	3	4	-1.8	-2	-1	-9
O=C(CNS(=O)(=O)c1cccc2nsnc12)NCCc1ccccc1	8	1	9	-4	3	-1.5	-9	3	3
Cc1cc(C)c(C)c(S(=O)(=O)Nc2ccc(OCC(=O)O)cc2)c1C	-15	-6	11	2	1	4.5	-7	4	15
O=[N+]([O-])c1ccc(N2CCN(C(=S)c3cccc([N+](=O)[O-])c3)CC2)cc1	-5	-7	-10	-4	1	-1.1	9	8	-10
CC(C)c1nnc(NC(=O)c2c(O)c3cccc4c3n(c2=O)CCC4)s1	-4	2	5	3	1	3.4	-7	-4	11
O=C(NN=C1CCCC1)c1ccccc1[N+](=O)[O-]	-5	10	11	-1	0	-1.2	-18	2	1
O=CN1Cc2ccccc2-c2ccccc2C1	6	4	2	-1	0	-2.5	-1	-2	-7
CCc1ccc(OCC(=O)Nc2ccc(N3CCN(S(C)(=O)=O)CC3)cc2)cc1	0	-2	7	3	2	1.5	-4	8	10
CC(=O)c1cccc(NC(=O)c2ccc(-c3c(C)noc3C)c3ccoc23)c1	4	-12	-14	4	15	x	18	13	-9
Cc1ccc(NC(=O)C2(c3ccccc3)CCOCC2)c([N+](=O)[O-])c1	0	-4	4	-2	0	1.1	-4	1	3
CN=C(Nc1cccnc1)c1ccccc1	-17	1	5	-3	1	1.6	-8	-2	0
COc1cc(OC)cc(C(=O)NNC(=O)c2ccc3ccccc3n2)c1	2	-12	6	-3	2	-2.9	-7	12	-1
Cc1cccc(C(=O)n2cnnc2N)c1	-2	2	5	0	0	-1.3	-2	1	8
Cc1cccc(C(=O)NCC(=O)OCC(=O)c2ccc(C)s2)c1	-4	-3	4	3	2	0.0	-8	13	-4
CC/C(=C\C(=O)c1ccncc1)Nc1ccc(O)cc1	-5	2	7	-2	1	0.6	-9	-4	5
Cc1noc(C)c1NC(=O)Nc1ccc2c(c1)C(=O)N([C@H](C)CO)C[C@H](C)[C@@H](CN(C)C(=O)Nc1ccccc1)O2	-17	-2	7	1	1	-0.3	-16	-7	7
Cc1cc(=O)oc2ccc(OC(=O)CN3C(=O)c4cccc([N+](=O)[O-])c4C3=O)cc12	4	8	-3	-1	0	-0.6	0	-2	5
O=C(O)c1cc(N/N=C/c2ccncc2)ccc1Cl	-3	5	2	2	1	0.6	-12	1	12
O=C(c1cc(Cl)nc2ccccc12)N1CCN(Cc2ccc3c(c2)OCO3)CC1	-3	-9	3	-1	3	-0.1	5	13	-6
CCCCc1c(O)nc(SCC(=O)N2CCOCC2)n(-c2ccccc2OC)c1=O	10	2	13	-3	0	-0.8	-11	9	-2

Full records as entered above. Order of screens: M4 antag, CHRM5 PAM, M1 PAM, CHRM5 agonist, CHRM4 agonist, CRFR2-BP ag, M1 antag, CHRM5 antagonist, CHRM4 PAM
Results for CCc1ccc(OCC(=O)Nc2ccc(N3CCN(S(C)(=O)=O)CC3)cc2)cc1 : 0, -2, 7, 3, 2, 1.5, -4, 8, 10
Results for COc1cc(OC)cc(C(=O)NNC(=O)c2ccc3ccccc3n2)c1 : 2, -12, 6, -3, 2, -2.9, -7, 12, -1
Results for COc1cc(/C=N/NC(=O)c2sc3ccccc3c2Cl)ccc1OC(=O)c1ccc([N+](=O)[O-])cc1 : -6, 5, 2, -4, 0, 0.1, -18, -10, -2
Results for O=C(CNS(=O)(=O)c1cccc2nsnc12)NCCc1ccccc1 : 8, 1, 9, -4, 3, -1.5, -9, 3, 3

Carrying on:
SMILES	M4 antag	CHRM5 PAM	M1 PAM	CHRM5 agonist	CHRM4 agonist	CRFR2-BP ag	M1 antag	CHRM5 antagonist	CHRM4 PAM
CC1(c2nnnn2Cc2ccccc2)CCC(=O)N1c1ccc(N2CCOCC2)cc1 (stereo unspecified)	-8	1	x	0	0	x	x	-6	-1
O=C(NCc1cccnc1)c1cn(-c2ccccc2)nc1-c1ccccc1	-2	-1	0	2	5	-0.5	3	3	-6
C#CCSc1nnc(-c2sc(-c3ccccc3)nc2C)n1C	-1	-1	3	-2	1	3.5	2	2	0
Cc1cc2cc3c(cc2nc1SCC(=O)N1c2ccccc2CC1C)OCO3 (stereo unspecified)	-2	5	0	2	0	4.0	-14	1	0
CCOC(=O)c1sc2nc(COC(=O)c3c(F)cccc3F)[nH]c(=O)c2c1C	2	11	9	0	1	11	-8	-1	-4
Cc1ccc(S(=O)(=O)N2CCCC2c2nc3ccccc3s2)cc1 (stereo unspecified)	5	18*	3	-8	0	-1.1	0	-4	8
Cc1ccc(S(=O)(=O)CCC(=O)OCC(=O)N2c3ccccc3CC2C)cc1 (stereo unspecified)	4	-1	12	-2	0	-2.3	-28	3	3
COc1ccc2c(c1)c(/C=N/Nc1ccc(C(=O)O)cc1)c(C)n2C	12	3	5	-1	1	3.8	-7	-3	-8
Cc1ccc(C)c(C2=NNC(=O)CC2)c1	0	10	4	-1	1	-0.4	-4	-5	21
CC(=O)Nc1ccc(S(=O)(=O)Nc2nnc(CC(C)(C)C)s2)cc1	-6	3	7	5	0	-0.4	-3	-1	7
O=C(NCc1cc(F)cc(C(F)(F)F)c1)C1CCC(=O)N(C2CCCC2)C1 (stereo unspecified)	8	4	-1	-2	0	-0.4	5	0	-3
Cc1ccc(S(=O)(=O)N2CCCCC2)cc1NC(=O)CN1CCCC1c1cccs1 (stereo unspecified)	-9	-5	1	0	1	-1.1	-6	10	5
Cc1ccc(OCC(=O)N/N=C/c2cccc3cccnc23)cc1	1	-1	-6	-2	3	0.3	17	10	-1
CCNc1ccc(Br)cc(C(=O)/C=C/c2ccccc2Cl)c1=O	6	11	4	0	0	7.5	-2	-8	-4
Cc1cc(C)cc(NC(=O)CSc2nnnn2-c2cccnc2)c1	-8	0	-2	-4	2	0.3	5	-3	3
C=CCn1c(SCC(=O)N2CCc3ccccc3C2)nc2ccccc2c1=O	9	-11	-1	0	3	-1.8	2	5	-3
CCN(CC)c1ccc(C(=O)OCC(=O)Nc2ncccn2)cc1	-10	9	5	3	1	0.2	-6	3	1
O=C(CSc1ncn(-c2ccccc2)n1)Nc1ccc2c(c1)OCO2	7	-9	-2	-2	3	-0.4	17	3	0
COc1ccc(Nc2ncnc3c2cnn3-c2ccccc2)cc1OC	-7	-2	4	-1	1	0.2	-6	-2	3
COc1ccc(C2Nc3ccccc3C(=O)N2Cc2ccccc2)cc1OC (stereo unspecified)	2	-8	3	1	3	-0.2	-2	10	-5
NC(=O)c1cccn1Cc1ccccc1Cl	-16	-4	3	-1	5	-0.5	-9	4	3
Cc1ccc(-c2nc3cc(C)ccc3o2)cc1	11	2	10	0	-1	1.1	-9	-2	0
Cc1cc(Nc2ccccc2Cl)c2ccccc2n1	1	1	8	0	12	-2.2	-16	0	-10
COCCc1ncc(CN2CCCC(C(=O)Nc3cccc(-c4cccc(C)c4)c3)C2)cn1 (stereo unspecified)	4	-4	9	-7	4	1.0	-10	10	3
CC1CN(C(=O)COC(=O)c2ccccc2O)CC(C)O1 (stereo unspecified)	-2	4	10	-3	3	0.3	4	5	-1
CCN(CC)C(=O)c1cc(-c2ccc3c(c2)OCO3)on1	1	-1	19	-4	-1	0.3	-15	4	4
Cn1c(N)c(C(=O)COC(=O)c2ccccc2NCc2ccco2)c(=O)n(C)c1=O	-10	3	5	1	2	1.2	-7	5	-5
Nc1nc(N)c(N=O)c(Nc2ccc(Cl)c(Cl)c2)n1	-12	-1	x	52*	19	x	x	2	21
CCN(C(=O)COC(=O)c1cc([N+](=O)[O-])ccc1N1CCCCC1)C1CCS(=O)(=O)C1 (stereo unspecified)	1	-4	4	-3	1	-1.4	-1	15	-5
C/C=C(\C)C(=O)NCCN1C2=NC[C@H](C)N2C[C@@H]1Cc1ccc(OC)cc1	0	10	-9	-13	2	-1.1	5	-3	9
O=c1c2ccccc2n(Cc2ccccc2F)c(=O)n1Cc1ccccc1F	1	3	8	0	-2	1.7	-11	-8	5
CCOC(=O)C1=C(O)C(=O)N(c2ccc(S(N)(=O)=O)cc2)C1c1ccc(Cl)cc1 (stereo unspecified)	1	-4	7	-2	0	0.7	-11	5	6
CC(C)CNC(=O)CC(=O)N/N=C/c1ccc(F)cc1	3	1	0	-1	1	-2.2	-3	-3	9
O=C(Nc1cccc(S(=O)(=O)Nc2ccc(Cl)cc2)c1)c1ccccn1	-15	-8	6	2	6	5.4	9	1	2
Cn1ncc([N+](=O)[O-])c1C(=O)Nc1cc(Cl)ccc1Cl	-10	0	5	-1	0	-2.5	-11	2	2
O=C(NCCS(=O)(=O)N1CCN(c2ccccc2)CC1)C1CCCC1	-8	5	16	1	4	-3.5	-1	-8	4
COc1ccc(OCc2nnc(SCC(=O)N3CCCc4ccccc43)n2-c2ccc(C)cc2)cc1	8	0	8	-1	-1	-0.4	3	-6	-7
CCC(C(=O)N1CCc2ccccc2C1)n1nc(C)n2c(cc3occc32)c1=O (stereo unspecified)	4	0	8	-5	0	-0.9	-13	-1	17
O=C(CNC(=O)OCc1ccccc1)OC(c1ccccc1)c1ccccc1	-8	-26	9	-8	-1	0.7	-9	11	-3

Compound activity deposited in PubChem BioAssay by several laboratories.
